Pf apPOL inh = Pf-apPOL DNA polymerase inhibition. Recombinant Pf-apPOL, molecular beacon fluorescence, 1.5 h. inhibition, % at 10 µM. 210,000 compounds, 0.25% hits
mHTT CaM bind = disrupts binding of mutant huntingtin to calmodulin. inhibition, % at 15 µM. P42858. AID 1671202. AlphaScreen His-mHTT/GST-CaM binding, luminescence. 190,000 compounds, 3.6% hits;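 also: 0% = both proteins with DMSO and 100% = one protein alone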
Target sequence (P42858 whole entry, looked up, stated change not applied): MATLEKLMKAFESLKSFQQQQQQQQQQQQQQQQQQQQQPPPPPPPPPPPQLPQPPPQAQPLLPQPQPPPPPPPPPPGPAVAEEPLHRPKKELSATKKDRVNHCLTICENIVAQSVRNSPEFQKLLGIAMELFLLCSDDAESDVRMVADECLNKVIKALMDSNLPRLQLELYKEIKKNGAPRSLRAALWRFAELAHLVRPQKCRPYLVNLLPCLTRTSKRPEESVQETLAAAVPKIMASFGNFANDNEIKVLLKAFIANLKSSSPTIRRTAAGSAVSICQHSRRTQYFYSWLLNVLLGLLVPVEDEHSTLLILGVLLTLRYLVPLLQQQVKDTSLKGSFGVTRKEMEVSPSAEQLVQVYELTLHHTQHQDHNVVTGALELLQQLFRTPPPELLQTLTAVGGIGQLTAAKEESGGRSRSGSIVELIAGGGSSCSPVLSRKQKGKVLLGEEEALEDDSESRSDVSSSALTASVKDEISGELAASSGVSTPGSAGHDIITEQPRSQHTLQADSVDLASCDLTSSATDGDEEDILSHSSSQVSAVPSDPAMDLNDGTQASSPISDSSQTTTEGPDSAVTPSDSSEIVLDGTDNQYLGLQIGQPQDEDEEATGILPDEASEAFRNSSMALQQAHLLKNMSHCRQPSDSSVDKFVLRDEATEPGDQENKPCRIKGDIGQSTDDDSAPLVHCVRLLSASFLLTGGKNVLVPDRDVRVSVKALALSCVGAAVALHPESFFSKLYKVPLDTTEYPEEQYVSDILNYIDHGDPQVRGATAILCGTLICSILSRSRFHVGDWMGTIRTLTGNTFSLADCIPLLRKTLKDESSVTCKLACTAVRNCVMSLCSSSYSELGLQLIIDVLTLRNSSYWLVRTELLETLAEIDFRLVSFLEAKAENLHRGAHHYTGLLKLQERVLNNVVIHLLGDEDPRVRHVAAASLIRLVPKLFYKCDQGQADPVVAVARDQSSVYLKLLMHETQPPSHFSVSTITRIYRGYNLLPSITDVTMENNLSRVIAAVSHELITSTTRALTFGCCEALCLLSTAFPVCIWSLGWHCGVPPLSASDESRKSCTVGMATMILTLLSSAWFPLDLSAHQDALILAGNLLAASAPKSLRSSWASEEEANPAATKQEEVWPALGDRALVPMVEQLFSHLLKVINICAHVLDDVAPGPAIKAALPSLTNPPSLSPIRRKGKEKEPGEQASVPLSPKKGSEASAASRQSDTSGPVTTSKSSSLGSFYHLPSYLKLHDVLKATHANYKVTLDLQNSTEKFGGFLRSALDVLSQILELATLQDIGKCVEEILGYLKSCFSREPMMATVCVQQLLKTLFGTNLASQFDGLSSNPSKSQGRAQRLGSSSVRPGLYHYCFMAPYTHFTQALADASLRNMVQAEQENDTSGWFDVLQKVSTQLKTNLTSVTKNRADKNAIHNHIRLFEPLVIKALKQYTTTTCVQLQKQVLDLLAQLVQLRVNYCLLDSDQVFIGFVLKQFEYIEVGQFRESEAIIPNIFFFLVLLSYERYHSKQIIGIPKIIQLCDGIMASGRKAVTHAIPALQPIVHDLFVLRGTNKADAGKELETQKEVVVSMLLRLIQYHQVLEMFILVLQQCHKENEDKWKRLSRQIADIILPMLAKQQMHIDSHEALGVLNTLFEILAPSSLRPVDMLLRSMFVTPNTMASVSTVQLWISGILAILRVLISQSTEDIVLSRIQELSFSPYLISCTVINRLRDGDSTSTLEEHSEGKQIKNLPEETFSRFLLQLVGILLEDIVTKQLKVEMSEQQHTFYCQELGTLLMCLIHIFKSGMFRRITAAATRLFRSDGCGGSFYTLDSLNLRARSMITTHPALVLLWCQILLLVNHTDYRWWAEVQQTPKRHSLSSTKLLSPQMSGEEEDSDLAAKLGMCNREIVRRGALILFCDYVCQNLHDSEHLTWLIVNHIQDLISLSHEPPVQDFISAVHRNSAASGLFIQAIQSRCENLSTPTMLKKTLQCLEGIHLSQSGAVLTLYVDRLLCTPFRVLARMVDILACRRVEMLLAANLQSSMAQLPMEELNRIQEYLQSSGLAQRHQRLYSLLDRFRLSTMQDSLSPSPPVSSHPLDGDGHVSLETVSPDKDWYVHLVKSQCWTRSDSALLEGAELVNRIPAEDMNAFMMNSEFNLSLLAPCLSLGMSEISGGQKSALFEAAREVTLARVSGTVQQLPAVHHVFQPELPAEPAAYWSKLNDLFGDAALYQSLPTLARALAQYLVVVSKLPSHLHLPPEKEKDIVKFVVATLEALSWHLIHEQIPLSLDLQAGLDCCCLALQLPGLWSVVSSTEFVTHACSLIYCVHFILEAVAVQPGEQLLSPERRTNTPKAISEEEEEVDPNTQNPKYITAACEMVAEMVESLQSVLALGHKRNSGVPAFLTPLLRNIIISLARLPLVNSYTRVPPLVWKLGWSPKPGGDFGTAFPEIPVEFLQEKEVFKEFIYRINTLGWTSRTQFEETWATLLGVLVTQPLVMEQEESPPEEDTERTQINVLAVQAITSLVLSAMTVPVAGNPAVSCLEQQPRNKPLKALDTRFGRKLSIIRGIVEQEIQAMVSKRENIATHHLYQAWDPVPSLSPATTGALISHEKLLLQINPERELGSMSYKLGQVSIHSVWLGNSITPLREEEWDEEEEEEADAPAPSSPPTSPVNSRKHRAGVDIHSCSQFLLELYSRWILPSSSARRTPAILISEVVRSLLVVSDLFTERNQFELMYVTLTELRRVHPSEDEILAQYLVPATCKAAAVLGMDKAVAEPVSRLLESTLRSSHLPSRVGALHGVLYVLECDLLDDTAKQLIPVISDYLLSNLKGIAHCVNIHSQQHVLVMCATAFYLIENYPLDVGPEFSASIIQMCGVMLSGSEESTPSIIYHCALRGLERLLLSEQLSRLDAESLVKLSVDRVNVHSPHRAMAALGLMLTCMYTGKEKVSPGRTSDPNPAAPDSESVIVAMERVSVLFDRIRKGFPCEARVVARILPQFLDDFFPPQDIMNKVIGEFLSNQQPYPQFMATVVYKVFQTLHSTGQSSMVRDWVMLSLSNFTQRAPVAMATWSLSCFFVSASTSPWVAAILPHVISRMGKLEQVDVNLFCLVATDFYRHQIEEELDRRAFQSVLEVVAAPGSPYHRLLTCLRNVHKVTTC
Numbers without * were called inactive; i = inactive; . = no result given; & = joins results of further samples. Rule as the data show it: active = inhibition above about 50%; inactive = the rest. A portion of the library, so the mix of outcomes need not match the whole.

[1] C=CCN(C(=O)C1CCCN(c2ncnc3c2nc2n3CCCCC2)C1)c1ccccc1 (centres undefined)
  Pf apPOL inh: -1; mHTT CaM bind: 3
[2] CC(C(=O)NCCN(C)C)C1CCN(S(=O)(=O)c2cccs2)CC1 (centres undefined)
  Pf apPOL inh: -2; mHTT CaM bind: -2
[3] CCCS(=O)(=O)N1CCCc2cc(NC(=O)CN3C(=O)c4ccccc4C3=O)ccc21
  Pf apPOL inh: -2; mHTT CaM bind: 12
[4] COc1cccc(OC)c1C(=O)ON1C(=O)c2ccccc2C1=O
  Pf apPOL inh: -7; mHTT CaM bind: 10
[5] CN1CCN(C(=O)C2CCc3sc(C(=O)N4CCCC4)cc3C2)CC1 (centres undefined)
  Pf apPOL inh: 2; mHTT CaM bind: 13
[6] COc1ccc(S(=O)(=O)N2CCC(C(=O)N3CCN(c4ccccc4F)CC3)CC2)cc1
  Pf apPOL inh: -20; mHTT CaM bind: 21
[7] Cc1ccc(OCCN2CCCC2)cc1C
  Pf apPOL inh: -6; mHTT CaM bind: 2
[8] COc1ccccc1-c1nc(C2CCN(C(=O)COc3ccc(Cl)cc3)CC2)no1
  Pf apPOL inh: -6; mHTT CaM bind: 21
[9] COc1ccc(NC(=O)c2cn(-c3ccc(C)c(C)c3)c(=O)c3ccccc23)c(OC)c1
  Pf apPOL inh: -2; mHTT CaM bind: 13
[10] COc1ccc2c(c1)-c1sc(C(=O)N(C)CC(C)C)cc1CC2
  Pf apPOL inh: -4; mHTT CaM bind: -12
[11] CC(C(=O)Nc1cccc2c1C(=O)c1ccccc1-2)N1C(=O)C2C3C=CC(C3)C2C1=O (centres undefined)
  Pf apPOL inh: -1; mHTT CaM bind: 61*
[12] CCOc1ccccc1NC(=O)c1ccc(C(C)C)cc1
  Pf apPOL inh: 1; mHTT CaM bind: -76
[13] CC(=O)c1ccc(NC(=O)CN(c2ccc(Oc3ccccc3)cc2)S(C)(=O)=O)cc1
  Pf apPOL inh: -6; mHTT CaM bind: 33
[14] CC(C)c1ccc(-c2c(C#N)c(N)nc(SC3CCCCC3=O)c2C#N)cc1 (centres undefined)
  Pf apPOL inh: -3; mHTT CaM bind: 15
[15] Cc1cc(NC(=S)NN)ccc1Br
  Pf apPOL inh: -6; mHTT CaM bind: .
[16] c1ccc(-c2ccc(C3CC(c4cccs4)n4ncnc4N3)cc2)cc1 (centres undefined)
  Pf apPOL inh: -8; mHTT CaM bind: 55*
[17] O=C(c1ccco1)N1CCc2ccc(NS(=O)(=O)c3ccc(F)c(Cl)c3)cc2C1
  Pf apPOL inh: -5; mHTT CaM bind: 20
[18] CC(C)CC(=O)N1C(C(=O)NC2CC2)COC12CCC(C)CC2 (centres undefined)
  Pf apPOL inh: -4; mHTT CaM bind: 2
[19] CC(C)(C)OC(=O)N1CCCC(C(=O)Nc2cccc(C(=O)NC3CC3)c2)C1 (centres undefined)
  Pf apPOL inh: 2; mHTT CaM bind: -2
[20] COc1ccc(-c2nnc(N3CCC(C(=O)NC4CCCC4)CC3)o2)cc1
  Pf apPOL inh: -3; mHTT CaM bind: 0
[21] Cc1cccc(NC(=O)c2ccc(F)cc2)c1-c1nc2ncccc2o1
  Pf apPOL inh: -5; mHTT CaM bind: 0
[22] Cc1nn(-c2ccc(C(=O)NC3CCCC3)cn2)c(C)c1C
  Pf apPOL inh: -3; mHTT CaM bind: -1
[23] COc1ccc(-c2nccc(C3CCCN(C(=O)c4ccc(F)cc4)C3)n2)cc1 (centres undefined)
  Pf apPOL inh: -3; mHTT CaM bind: 18
[24] CCc1ccc(NC(=O)c2cc(S(=O)(=O)NC(C)CC)ccc2F)cc1 (centres undefined)
  Pf apPOL inh: -4; mHTT CaM bind: 0
[25] CC(C)CN1C(=O)c2ccc(C(=O)Nc3ccccn3)cc2C1=O
  Pf apPOL inh: 2; mHTT CaM bind: 2

Structures shown so far with a Cl atom (two):
[8] COc1ccccc1-c1nc(C2CCN(C(=O)COc3ccc(Cl)cc3)CC2)no1
  Pf apPOL inh: -6; mHTT CaM bind: 21
[17] O=C(c1ccco1)N1CCc2ccc(NS(=O)(=O)c3ccc(F)c(Cl)c3)cc2C1
  Pf apPOL inh: -5; mHTT CaM bind: 20

New compounds follow:
[26] CCn1c(C2CCN(C(=O)c3ccc(F)c(F)c3)C2)nc2cccnc21 (centres undefined)
  Pf apPOL inh: -7; mHTT CaM bind: -8
[27] O=C(c1ccco1)N1CCc2ccc(NS(=O)(=O)c3ccc(F)cc3F)cc21
  Pf apPOL inh: -7; mHTT CaM bind: 1
[28] CCCCOc1ccc(-c2nc(C=Nc3ccc(OC)cc3[N+](=O)[O-])c(O)o2)cc1
  Pf apPOL inh: -3; mHTT CaM bind: 6
[29] COc1cc(NC(=O)CCC2CCCCC2)c(OC)cc1Cl
  Pf apPOL inh: -2; mHTT CaM bind: -8
[30] COC(=O)CCCn1cc(CN2CC(N3CCN(C)CC3)CS2(=O)=O)nn1 (centres undefined)
  Pf apPOL inh: -1; mHTT CaM bind: -5
[31] COCCN1CCC(N2CCCN(C(=O)c3ccccc3C)CC2)C1=O (centres undefined)
  Pf apPOL inh: 9; mHTT CaM bind: -5
[32] Cc1ccc2nc(C3CN(C(=O)c4c(-c5ccccc5Cl)noc4C)C3)[nH]c2c1
  Pf apPOL inh: -10; mHTT CaM bind: 14
[33] NS(=O)(=O)c1ccc(NC(=O)C2(c3cc(-c4ccco4)on3)CC2)cc1
  Pf apPOL inh: 0; mHTT CaM bind: 0
[34] C=CCSc1nc(O)c(CC)c(=O)n1-c1ccc(C)cc1
  Pf apPOL inh: 2; mHTT CaM bind: 4
[35] CC(C)C(=O)Nc1ccc(C(=O)NCCNC(=O)CCSc2ccccc2)cc1
  Pf apPOL inh: 4; mHTT CaM bind: -10
[36] Cc1cccc(NC(=O)N2CCC(c3nc(C(=O)N4CCOCC4)c(C)o3)CC2)c1
  Pf apPOL inh: -5; mHTT CaM bind: 1
[37] Cc1ccc(S(=O)(=O)NCCCNS(=O)(=O)c2ccccc2Br)cc1
  Pf apPOL inh: -3; mHTT CaM bind: -1
[38] CC(C)c1c(C2CCN(C(=O)c3c(F)cccc3Cl)CC2)noc1N
  Pf apPOL inh: 0; mHTT CaM bind: -1
[39] O=C(c1cccc(Cl)c1)N1CCN(C(=O)c2ccco2)CC1
  Pf apPOL inh: -2; mHTT CaM bind: -6
[40] O/N=C(\c1ccccc1)C(O)c1ccccc1 (centres undefined)
  Pf apPOL inh: .; mHTT CaM bind: i
[41] CCC(=NOC(=O)Nc1cc(Cl)cc(Cl)c1)c1ccc(-c2ccccc2F)cc1
  Pf apPOL inh: -4; mHTT CaM bind: .
[42] O=C(CC1CCCC1)NC1CN(Cc2ccccc2)CC1c1ccncc1 (centres undefined)
  Pf apPOL inh: -5; mHTT CaM bind: 2
[43] O=C(CSc1ccc(Cl)cc1)N1CCN(c2ccc(F)cc2)CC1
  Pf apPOL inh: -10; mHTT CaM bind: 3
[44] Clc1ccc(C=NN2CCCCC2)cc1
  Pf apPOL inh: -9; mHTT CaM bind: .
[45] CCN(CC)c1ccc(C2NN=C(Cc3ccccc3)S2)cc1 (centres undefined)
  Pf apPOL inh: -14; mHTT CaM bind: 85*
[46] CC1CCCN(c2cc(C(=O)NCc3ccc(Cl)cc3)c3ccccc3n2)C1 (centres undefined)
  Pf apPOL inh: -3; mHTT CaM bind: -15
[47] CCCC1CCC2(CC1)CC[C@@H]2OC(=S)NCc1ccc(Cl)cc1 (some centres undefined)
  Pf apPOL inh: -6; mHTT CaM bind: -13
[48] COc1ccc(N2CC(c3nnc(NC(=O)COc4ccc(C(C)C)cc4)o3)CC2=O)cc1 (centres undefined)
  Pf apPOL inh: -3; mHTT CaM bind: 9
[49] Cc1c(C)c(C)c(S(=O)(=O)NCCCN2CC(C)OC(C)C2)c(C)c1C (centres undefined)
  Pf apPOL inh: -7; mHTT CaM bind: .
[50] O=C(c1cccc(-n2ccc3ccccc32)c1)N1CCOCC1
  Pf apPOL inh: -12; mHTT CaM bind: 7

Values by screen from above.
Pf apPOL inh for entries 14 to 21, in order: -3, -6, -8, -5, -4, 2, -3, -5

The list goes on:
Every second line gives: Pf apPOL inh | mHTT CaM bind
[51] Cc1cc(NC(=O)c2c(O)c3cccnc3n(-c3ccccc3)c2=O)ccc1F
  -9 | -3
[52] CCOc1cccc(C2Nc3ccccc3-c3nnc(SCC)nc3O2)c1 (centres undefined)
  -3 | -2
[53] O=[N+]([O-])c1cccc(S(=O)(=O)NC2CCCC2)c1
  2 | -4
[54] COc1ccccc1CN1CCc2nc(Nc3ccc(F)cc3)ncc2C1
  -7 | -10
[55] COc1cn(CC(=O)NC(C)(C)C)c(CN2CCC(C)CC2)cc1=O
  -3 | 3
[56] N#C/C(=C\c1cn[nH]c1-c1ccccc1)c1nn(CCO)c(N)c1C#N
  -3 | 5
[57] O=C(O)Cc1c[nH]c2ccccc12
  -1&-5&-5&-1 | 10&3
[58] CC1Cc2nc(SCC(=O)NCc3ccco3)n(C)c(=O)c2S1 (centres undefined)
  -10 | 9
[59] CCN(Cc1ccccc1)S(=O)(=O)c1nc(C)c(Cl)c(C)c1C#N
  1 | -4
[60] Cn1c(C2CCN(C(=O)Cc3c(F)cccc3Cl)C2)nc2ccncc21 (centres undefined)
  0 | 5
[61] O=C1CC(c2ccccc2)CC2=C1C(c1ccc(Cl)cc1)C1=C(N2)c2ccccc2C1=O (centres undefined)
  -1 | 48
[62] Cn1c(NCCO)nc2c1c(=O)n(Cc1cccc(F)c1)c(=O)n2C
  8 | 3
[63] O=S(=O)(c1cccnc1)N1CCC2(CC1)OCCS2
  9 | -11
[64] CC1=N/C(=C\c2ccc([N+](=O)[O-])cc2)C(=O)N1c1ccc(F)cc1F
  5 | 23
[65] O=C(CN1CCC(c2nnc(C(F)(F)F)o2)CC1)NCc1ccco1
  -3 | -4
[66] O=C(CN1C(=O)NC2(CCCCC2)C1=O)NCc1ccccc1
  10 | 2
[67] CC(=O)NCc1cn[nH]c1-c1ccc(C)cc1
  1 | -11
[68] O=C(CN1C(=O)c2ccccc2C1=O)Nc1ccc(-c2ccccc2)cc1
  -2 | 3
[69] COc1cc(NS(=O)(=O)c2ccc(NC(=O)c3cccc(C)c3)cc2)nc(OC)n1
  -5 | 6
[70] Cc1n[nH]c(C)c1N=Nc1cc(Cl)cc(Cl)c1
  10 | .
[71] O=C(CSc1nnc(-c2cccnc2)n1-c1ccccc1)Nc1ccc(Br)cc1
  -4 | -2
[72] Cc1ccccc1-n1c(=O)n(C2CC2)c(=O)c2c1ncn2Cc1ccccc1F
  -6 | -1
[73] CSc1nc2c(Cl)cccc2c2c1c(=O)n(Cc1ccccc1Cl)n2C
  0 | .
[74] Cc1ccc(N2CCN(C(=O)CCc3ccccc3)C(C)C2=O)c(C)c1 (centres undefined)
  0 | 3
[75] Cc1cc(C)n2cc(CSc3nncn3-c3ccccc3)nc2n1
  -1 | 0
[76] O=C1OC(c2ccccc2Br)=N/C1=C\c1ccc(Br)cc1
  -2 | 0
[77] CCOc1ccc(C(=O)NCc2cccnc2)cc1
  -4 | -1
[78] Cc1cc(C)c2nc(C)cc(NC(=O)c3ccccn3)c2c1
  -1 | -11
[79] CCCC(=O)Nc1c(-c2ccccc2OC)nc2ccc(C)cn12
  10 | -6
[80] COC(=O)c1sccc1NC(=O)N1CCCC1c1cccc(C)c1 (centres undefined)
  -1 | 0

One compound at a time (already shown).
Listed for O=C1CC(c2ccccc2)CC2=C1C(c1ccc(Cl)cc1)C1=C(N2)c2ccccc2C1=O (centres undefined) → Pf apPOL inh: -1; mHTT CaM bind: 48
Listed for CCN(Cc1ccccc1)S(=O)(=O)c1nc(C)c(Cl)c(C)c1C#N → Pf apPOL inh: 1; mHTT CaM bind: -4

(listing goes on)
Every second line gives: Pf apPOL inh | mHTT CaM bind
[81] Cc1cc(C(C)(C)C)ccc1OCCCCn1ccnc1
  -2 | 27
[82] CC(=O)Nc1ccc(C(=O)NCc2ccc(C)c(C)c2)c(N2CCOCC2)c1
  -1 | -6
[83] Cc1c(Cl)cccc1NC(=O)C1CCN(C(=O)c2cccs2)CC1
  -2 | 1
[84] CSc1nsc(NC(=O)c2ncn[nH]2)n1
  . | 40
[85] O=C(Cc1cccs1)N1CCC(Cn2c(COc3ccccc3)nc3ccccc32)CC1
  -6 | -7
[86] Cc1ccc(NC(=O)CCN2CCCC2)cc1
  -6 | 0
[87] CCCC(=O)N1CCC(COc2ccc(C(=O)NC(C)C)cc2)CC1
  5 | 5
[88] CC(=O)NC1=NN(C(C)=O)C(C)(c2ccc([N+](=O)[O-])o2)S1 (centres undefined)
  0 | 3
[89] COc1ccc(NC(=O)c2ccc(Br)o2)c(OC)c1
  5 | -3
[90] CCn1c(COc2ccc(Cl)cc2Cl)nc2ccccc21
  0 | -2
[91] CCCCOc1ccc(C2=N/C(=C/c3ccc(OC)c(OC)c3)C(=O)O2)cc1
  -1 | 2
[92] CC(=O)Nc1c(C)cc(C(c2ccc(F)cc2)c2cc(C)c(NC(C)=O)c(C)c2)cc1C
  -1 | 3
[93] O=c1[nH]c2ccccc2c(O)c1-c1nc(-c2ccc(Br)cc2)no1
  4 | 0
[94] COC(=O)c1ccc(Cl)cc1NC(=O)N1CCN(C)c2ccccc21
  -3 | 48
[95] O=C(Nc1ccc(Cl)cc1)c1cc(S(=O)(=O)NC2CCCC2)ccc1F
  49 | -3

Part of the list above, tab-delimited:
no.	compound	Pf apPOL inh	mHTT CaM bind
87	CCCC(=O)N1CCC(COc2ccc(C(=O)NC(C)C)cc2)CC1	5	5
82	CC(=O)Nc1ccc(C(=O)NCc2ccc(C)c(C)c2)c(N2CCOCC2)c1	-1	-6
86	Cc1ccc(NC(=O)CCN2CCCC2)cc1	-6	0
91	CCCCOc1ccc(C2=N/C(=C/c3ccc(OC)c(OC)c3)C(=O)O2)cc1	-1	2
84	CSc1nsc(NC(=O)c2ncn[nH]2)n1	.	40
89	COc1ccc(NC(=O)c2ccc(Br)o2)c(OC)c1	5	-3
